AID2073: disruptors of CaV2.2 binding to Mint1 – biochemical, HTRF (AID 2073); inhibition, % at 20 µM, or IC50 in µM where a hit was titrated; HTRF protein-protein interaction, Mint1-CaV2.2; higher % means a stronger effect; hit rate 0.19% among 290,000; in the data active = inhibition mostly above about 51%, no sharp cut-off; inconclusive = no clear call, values can overlap the other calls; inactive = mostly below about 53%; note: some results filed as inactive read as strong as hits
NS5 inhibitors: Dengue-2 NS5 methyltransferase inhibitors, primary screen, biochemical, confirmation dose response (AID 588689); Dengue-2 NS5 methyltransferase capping enzyme assay, biochemical; higher % means a stronger effect; inhibition, % at 25 µM; hits with a dose series show IC50 in µM; hit rate 0.3% among 340,000; in the data active = a potency from the dose series; inconclusive = inhibition above about 29% without an active follow-up result
RSV antiviral HEp-2: RSV antiviral activity via CPE protection, HEp-2 cells, primary 10 µM value included (AID 2391); HEp-2 cells, RSV-induced CPE inhibition; higher % means a stronger effect; CPE inhibition, % at 10 µM, or IC50 in µM where a hit was titrated; hit rate 0.13% among 310,000; in the data active = a potency from the dose series; inconclusive = CPE inhibition mostly from about 23% at the one dose, without a potency; inactive = the rest, 99 in 100 with CPE inhibition below about 21%; note: strong numbers were not always called active
WT yeast gro inh: growth inhibition of WT yeast, mitochondrial fusion screen | inhibition, % at 10 µM | mitochondrial fusion phenotypic screen, WT strain | AID 1362 | hit rate 2.1% among 190,000; in the data active = inhibition above about 58%; tested in S. cerevisiae
NTR1 ag: agonists of NTR1, primary screen, imaging, U2OS cells, beta-arrestin-GFP, high content (AID 493036); hit rate 0.17% among 330,000; NTR1-U2OS beta-arrestin-GFP spot imaging, agonist mode; activation, % at 20 µM;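 active = activation at or above 40% of the spot to cytoplasm intensity ratio, with at least 20 cells analyzed; inconclusive = wells under 20 cells, flagged as cytotoxic or low count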;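 note: 0% = DMSO without peptide and 100% = 100 nM NTR1 peptide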
Target sequence (P30989 whole entry, looked up): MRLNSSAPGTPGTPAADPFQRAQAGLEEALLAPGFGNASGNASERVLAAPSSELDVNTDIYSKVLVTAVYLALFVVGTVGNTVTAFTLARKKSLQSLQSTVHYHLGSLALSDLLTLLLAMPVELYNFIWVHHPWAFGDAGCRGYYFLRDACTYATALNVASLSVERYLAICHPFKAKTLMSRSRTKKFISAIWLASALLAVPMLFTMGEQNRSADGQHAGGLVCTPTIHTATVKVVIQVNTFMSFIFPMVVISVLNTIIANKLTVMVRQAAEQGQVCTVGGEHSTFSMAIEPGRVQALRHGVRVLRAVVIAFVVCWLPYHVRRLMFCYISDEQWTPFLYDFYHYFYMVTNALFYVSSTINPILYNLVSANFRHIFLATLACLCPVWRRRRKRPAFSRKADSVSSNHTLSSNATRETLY
UTI89 phage lysis: protection from phage-mediated lysis, alamar blue read-out – E. coli UTI89, K1F phage, bacterial capsule biogenesis inhibitors (AID 488966); hit rate 0.02% among 340,000; one-dose inhibition, % at 100 µM; IC50 in µM for titrated hits; E. coli UTI89 K1F phage lysis, alamar blue, 2 h; higher % means a stronger effect;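 active = phage lysis inhibition, versus mean bacterial control, above a set limit; inconclusive = no clear call, values can overlap the other calls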;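 note: capsule biogenesis inhibitors block K1F phage lysis so surviving cells raise fluorescence; higher fluorescence means more inhibition of phage lysis; actives were called in the ten point dose series up to 300 µM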
GPR35 arrestin U2OS: inhibition of zaprinast-stimulated GPR35 beta-arrestin translocation – imaging, U2OS, beta-arrestin-GFP, zaprinast agonist, primary screen (AID 2058); U2OS GPR35 beta-arrestin-GFP translocation imaging, zaprinast antagonism; higher % means a stronger effect; inhibition, % at 10 µM, or IC50 in µM where a hit was titrated; hit rate 0.052% among 290,000;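 active = inhibition of at least 50% with at least 30 cells and total cytoplasm GFP at most 10,000,000; inconclusive = under 30 cells or total GFP of 10,000,000 plus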
Autophagy mod: alters autophagy in cells; hit rate 0.98% among 190,000; AID 463193; MEF GFP-LC3 puncta imaging; test concentration mostly 10 µM; calls only at 10 µM (by protocol);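 active = percentage of spot-positive cells more than 3 SD above its plate mean, without a fluorescence outlier flag or 80% toxicity; inconclusive = no clear call, values can overlap the other calls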;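 note: spot-positive cell cutoff set from DMSO-treated cells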
LYP inhibition: PTPN22 lymphoid phosphatase activity blockers – biochemical, fluorescence intensity, uHTS (AID 1779) | hit rate 0.054% among 290,000 | one-dose inhibition, % at 11.5 µM; IC50 in µM for titrated hits | recombinant LYP phosphatase, fluorescence intensity; higher % means a stronger effect; in the data active = inhibition above about 50%;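 note: plate controls were vehicle with enzyme for no effect and no enzyme for full effect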
WT yeast gro inh mutant strain: second read-out of WT yeast gro inh, no call of its own (marks repeat the call); inhibition, %; mitochondrial fusion phenotypic screen, mutant strain inhibition
Autophagy mod cell loss 18 h: further read-out of Autophagy mod, marked with its call; toxicity, %; measured here: cell loss, nuclei count;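 cell loss after 18 h compound exposure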
NTR1 ag cell count 20 µM: second read-out of NTR1 ag, no call of its own (marks repeat the call); cell count; measured here: cell count, cytotoxicity flag
An asterisk follows results filed as active; i = inactive; ? = inconclusive; . = no result given; [ ] = dose if it differs, or a comment.

SMILES	AID2073	NS5 inhibitors	RSV antiviral HEp-2	WT yeast gro inh	WT yeast gro inh mutant strain	NTR1 ag	NTR1 ag cell count 20 µM	UTI89 phage lysis	GPR35 arrestin U2OS	Autophagy mod	Autophagy mod cell loss 18 h	LYP inhibition
O=C(CCCSc1ccccc1)Nc1ccc(Cl)c(S(=O)(=O)N2CCOCC2)c1	.	-7%	4.3%	.	.	0.0	53	-0.1%[50 µM]	.	.	.	.
Cc1noc2ncnc(N3CCN(c4ccc(F)cc4)CC3)c12	8%	-5%	4.2%	13	-1	0.3	55	-0.5%	-10%	i	14	-3%
Cc1ccc([N+](=O)[O-])cc1S(=O)(=O)N1CCCCC1C(=O)O (stereo not given)	-6%	-5%	2.1%	-6	18	-0.5	37	-0.3%	-5%	i	0	-7%
CC1Cc2ccccc2N1C(=O)CN(C)CC(=O)Nc1ccc(F)cc1 (stereo not given)	.	-8%	0.0%	.	.	-0.2	51	0.2%[50 µM]	.	.	.	.
O=C(NCc1ccccc1)C1CCN(S(=O)(=O)c2cccc3cccnc23)CC1	0%	-3%	-1.0%	8	-4	-1.2	58	-2.8%	-3%	.	.	1%
COc1ccc(C(=O)NCCSc2ccccc2)cc1	-8%	-5%	1.1%	-17	2	-0.4	56	4.7%	-6%	i	8	-2%
Cc1ccc(S(=O)(=O)n2nc(OC(=O)c3cccs3)cc2N)cc1	-45%	2%	2.0%	34	-4	2.5	77	0.2%	4%	i	14	-8%
CC(C)(C)c1ccc(OCC(O)CNC(=O)c2ccccc2C(=O)O)cc1 (stereo not given)	.	1%	-0.1%	.	.	3.8	83	2.7%	.	i	-17	.
CCOc1cc(C=O)c(Br)cc1OC1CCCC1	11%	6%	1.9%	6	-13	1.6	69	-0.1%	5%	i	2	-8%
CCN1CCN(C(=O)CS(=O)(=O)Cc2nc(-c3cccc(OC)c3)oc2C)CC1	6%	-1%	4.2%	.	.	-0.3	69	0.1%	-1%	.	.	-9%
Cc1nnc2n(C3CCCCC3)c(=O)c3c4c(sc3n12)CCC4	2%	.	.	0	-12	.	.	.	20%	i	4	-1%
COc1ccc(OC)c(NC(=O)c2nnn(Cc3ccccc3C)c2N)c1	-2%	-1%	9.3%	46	39	5.0	83	-0.1%	12%	i	4	8%
O=C(CCCn1c(=O)c2cccn2c2cccnc21)N1CCN(c2ccccc2F)CC1	6%	-10%	1.2%	.	.	3.9	60	-0.2%	4%	.	.	2%
Fc1ccc(CSc2nnc(Cc3sc(-c4ccccc4)nc3-c3ccccc3)o2)cc1	8%	3%	1.8%	3	1	-1.2	58	0.3%	-5%	i	-4	0%
Cc1ccc(N=Nc2c(C)[nH]n(C(N)=S)c2=O)cc1	1%	5%	?	56	37	1.6	95	0.6%	-6%	i	-7	4%
COC(=O)c1nnn(-c2nonc2N)c1CN1CCc2ccccc21	-3%	-6%	2.4%	-4	-17	2.6	66	0.2%	-5%	i	8	-4%
COc1ccccc1OCCNC(=O)c1ccccc1C	-2%	-1%	-0.6%	-18	-7	-0.9	46	1.6%	-6%	i	-1	-6%
COc1ccc(N(C(=O)c2snc(C(N)=O)c2N)C(C(=O)NCc2ccc(F)cc2)c2ccc(C)o2)c(OC)c1 (stereo not given)	3%	-13%	6.3%	.	.	3.3	53	0.1%	-2%	.	.	-8%
O=C(CN1C(=O)C2CC=CCC2C1=O)OCC(=O)c1ccc(Cl)c([N+](=O)[O-])c1 (stereo not given)	9%	-6%	2.7%	.	.	-0.1	61	-0.7%[50 µM]	-10%	.	.	-13%
CC(C)(C)C(O)C(Cc1ccccc1Cl)n1cncn1 (stereo not given)	2%	-14%	1.0%	.	.	0.2	98	0.3%	1%	.	.	-8%
CCC(=O)c1c[nH]c(C(=O)NCCc2ccccn2)c1	10%	-9%	1.8%	-3	3	0.4	63	0.1%	-8%	i	13	0%
CCCOc1ccc(Cn2c(C)nc([N+](=O)[O-])c2SCC(O)COC)cc1[N+](=O)[O-] (stereo not given)	-6%	-7%	-0.3%	12	2	-2.0	62	2.0%	8%	i	-3	0%
Cc1cccc(NC(=O)CN2C(=O)S/C(=C\c3ccccn3)C2=O)c1	46%	-5%	3.0%	5	7	-0.4	58	-0.7%	0%	i	19	-2%
Clc1ccc(Nc2nc3ccccc3n3nnnc23)cc1	20%	-2%	-2.4%	4	17	9.2	80	9.9%	-6%	i	-1	-3%
Cc1ccc2c(c1)C(c1ccncc1)=NNC(c1cccnc1)=N2	-10%	-9%	-0.6%	3	-3	-0.9	44	-0.5%	-2%	i	-4	-7%
(listing goes on)
SMILES	AID2073	NS5 inhibitors	RSV antiviral HEp-2	WT yeast gro inh	WT yeast gro inh mutant strain	NTR1 ag	NTR1 ag cell count 20 µM	UTI89 phage lysis	GPR35 arrestin U2OS	Autophagy mod	Autophagy mod cell loss 18 h	LYP inhibition
O=C(O)C[C@H]1c2cc(C(F)(F)F)ccc2S(=O)(=O)N1Cc1ccccc1	.	1%	1.6%	.	.	-1.3	101	0.8%	.	.	.	.
COc1ccccc1N1CCN(CC(=O)Nc2ccc(-n3cnnn3)cc2)CC1	10%	5%	-1.4%	-7	-9	-0.4	67	0.1%	11%	i	4	-5%
N#Cc1c(SCC(N)=O)nc2c(c1-c1ccc(O)cc1)CCCC2	16%	-10%	-1.2%	9	0	1.3	43	0.3%	-11%	i	3	-4%
COc1ccc(C)cc1S(=O)(=O)N(CC(N)=O)Cc1ccccc1	3%	-1%	1.1%	-1	-2	0.2	55	-0.5%	-4%	i	23	4%
COc1ccc(/C=C(\C#N)C(=O)N2CCOCC2)cc1Br	-2%	1%	-0.1%	-6	3	-0.1	66	0.2%	14%	i	18	-8%
COc1ccc(NC(=O)CSCC(=O)Nc2ccccc2C(=O)N2CCCCC2)cc1	.	-5%	0.0%	.	.	3.3	57	0.6%[50 µM]	.	.	.	.
COc1ccc(CNC(=O)CCNS(=O)(=O)c2ccc(NC(C)=O)cc2)cc1OC	.	0%	1.7%	.	.	1.6	39	0.7%[50 µM]	.	.	.	.
CN(C)S(=O)(=O)c1cccc(NC(=O)c2ccc(N3CCOCC3)c([N+](=O)[O-])c2)c1	3%	-1%	2.4%	-5	-19	2.2	53	2.1%[50 µM]	-6%	i	-4	2%
CCC(=O)Oc1ccc(NC(=O)c2ccco2)cc1	1%	-1%	1.8%	-12	3	0.3	65	0.2%	-9%	i	27	-4%
Cc1ccc(NC(=O)Nc2cccc([N+](=O)[O-])c2)cc1F	-1%	-14%	16%	38	20	21	48	1.7%[50 µM]	17%	i	-12	-7%
COc1cc(/C=N/O)cc(Br)c1OCc1cccc(Cl)c1	7%	-1%	55%	91*	76*	6.2	86	0.0%	-4%	i	18	-2%
C=CC[N+]1(CC#CCOC(c2ccccc2)c2ccccc2)CCOCC1	-4%	2%	0.2%	1	-7	0.8	55	1.1%	-13%	i	-4	-13%
Cc1ccsc1/C=C/c1ccc2ccccc2n1	10%	-17%	2.5%	31	21	0.9	64	0.3%	3%	i	2	1%
COc1ccc(OCc2nnc(SCC(N)=O)n2-c2ccccc2OC)cc1	-3%	-5%	1.3%	6	-3	-0.8	81	2.9%	8%	i	-5	-3%
CC1CCCN(C(C(=O)NC2CCCCC2)c2cc3c(cc2[N+](=O)[O-])OCO3)C1 (stereo not given)	2%	-3%	5.1%	21	7	9.8	65	-2.5%	5%	i	6	-5%
Cc1ccc(/C=C/c2nc3ccccc3[nH]2)o1	45%	30%	1.9%	20	22	0.8	63	0.3%	-1%	i	7	0%
CSc1ccc(/C=N\NC(=O)COc2ccc(Cl)cc2Br)cc1	-8%	-1%	1.9%	5	0	8.7	54	1.0%	28%	i	-1	0%
Cc1ccc(S(=O)(=O)NNC(=O)c2c(O)c3ccccc3[nH]c2=O)cc1	-8%	-3%	-3.0%	.	.	0.3	66	0.5%[50 µM]	5%	.	.	-8%
COc1ccccc1N1CCN(C(=O)CN(Cc2ccccc2)S(C)(=O)=O)CC1	-4%	-4%	0.5%	4	6	0.5	84	0.6%	9%	i	4	-7%
Cc1cccc(C)c1NC(=O)C1=C(O)c2sccc2N(C)S1(=O)=O	5%	-5%	-1.2%	-2	3	0.0	56	-1.1%	0%	i	5	-3%
C=CCNC(=S)Nc1cccc(NC(=S)NCC=C)c1	-3%	-7%	0.5%	-4	26	-0.1	75	0.3%	1%	i	6	-7%
Nc1cc(Nc2ccccc2)ccn1	.	-6%	2.0%	.	.	1.0	54	1.6%	.	.	.	.
O=C1C(Cc2ccccc2)NC(=S)N1Cc1ccccc1 (stereo not given)	-5%	-5%	1.0%	0	-6	3.0	94	1.8%	-2%	i	-8	-6%
Cc1c(N)cccc1-c1nc2ccccc2[nH]1	5%	-3%	1.5%	-17	-1	-0.2	68	2.0%	5%	i	-5	-1%
NS(=O)(=O)c1ccc(-c2ccc(/C=N/Nc3ccc(C(=O)O)cc3)o2)cc1	25%	-22%	0.5%	.	.	0.4	57	0.4%	-11%	.	.	-3%
COc1cc2c(cc1OC)C(C1(O)CCCCC1)NCC2 (stereo not given)	12%	-5%	-0.2%	.	.	.	.	-0.1%[50 µM]	4%	.	.	-7%

Profiles, quoted from the list:
Record of Cc1cccc(NC(=O)CN2C(=O)S/C(=C\c3ccccn3)C2=O)c1 = AID2073 = 46%; NS5 inhibitors = -5%; RSV antiviral HEp-2 = 3.0%; WT yeast gro inh = 5; WT yeast gro inh mutant strain = 7; NTR1 ag = -0.4; NTR1 ag cell count 20 µM = 58; UTI89 phage lysis = -0.7%; GPR35 arrestin U2OS = 0%; Autophagy mod = i; Autophagy mod cell loss 18 h = 19; LYP inhibition = -2%
Record of O=C(CCCSc1ccccc1)Nc1ccc(Cl)c(S(=O)(=O)N2CCOCC2)c1 = AID2073 = .; NS5 inhibitors = -7%; RSV antiviral HEp-2 = 4.3%; WT yeast gro inh = .; WT yeast gro inh mutant strain = .; NTR1 ag = 0.0; NTR1 ag cell count 20 µM = 53; UTI89 phage lysis = -0.1%[50 µM]; GPR35 arrestin U2OS = .; Autophagy mod = .; Autophagy mod cell loss 18 h = .; LYP inhibition = .

Random draw from the library. About 2.6% of those tested had a hit in this group.
